Screens (PubChem)
Growth percent in the NCI-60 one-dose screen (48 h, 10 µM unless noted): 100 = growth as untreated, 0 = no growth, -100 = all killed.
SNB-19 = SNB-19 CNS cancer cells; 81,000 tested, 2.5% active
SF-295 = SF-295 CNS cancer cells; 79,000 tested, 5.6% active; AID 1794758
HCC-2998 = HCC-2998 colon cancer; AID 1794799; 79,000 tested, 4.7% active
DU-145 = DU-145 prostate cancer; AID 1794760; 81,000 tested, 4.2% active
U251 = U251 CNS tumor cells | AID 1794753 | 80,000 tested, 5.4% active
SNB-75 = SNB-75 CNS cancer | 79,000 tested, 5% active | AID 1794750
SF-539 = SF-539 CNS cancer. 81,000 tested, 6.8% active. AID 1794752
PC-3 = PC-3 prostate cancer cells; 80,000 tested, 3.9% active
SF-268 = SF-268 CNS cancer cells; 82,000 tested, 3.1% active
The depositor's hits bear a star; . = not tested or not shown; & = joins results of further samples. Rule for the calls: active = growth percent below 10; inactive = the rest.

SMILES | SNB-19 | SF-295 | HCC-2998 | DU-145 | U251 | SNB-75 | SF-539 | PC-3 | SF-268
COc1ccc(NC(=O)c2nc(-c3cc(OC)c(OC)c(OC)c3)n(-c3cccc4ccccc34)n2)cc1OC | 52 | 53 | 47 | 70 | 52 | 24 | 35 | 40 | 59
CCCOC(=O)NCCO | 111 | . | 102 | 100 | 121 | 93 | 103 | 95 | 100
CCc1cccc(Nc2ccccc2C(=O)O)c1 | 102 | 102 | 100 | 112 | 94 | 102 | 95 | 100 | 106
Cc1ccc(-c2csc3nc(-n4nc(C)cc4C)cn23)cc1 | 100 | 89 | 107 | 116 | 95 | 86 | 109 | 85 | 112
COc1c(N2CC3CCCNC3C2)c(F)cc2c(=O)c(C(=O)N/N=C/c3ccc(N(C)C)cc3)cn(C3CC3)c12 (configuration not stated) | 78 | 95 | 89 | 74 | 49 | 100 | -8.7* | 60 | 85
CCCCCCCCCCCCNc1ccc(Cl)cc1 | 108&100 | 102&103 | 104&99 | 104&116 | 91&95 | 96&103 | 98&111 | 87&99 | 93&103
CC(C)(O)S(=O)(=O)O | 106 | . | 103 | 108 | 97 | 86 | 107 | 101 | 105
CC1(C)CC(=O)C(c2c(-c3ccccc3)[nH]c3[nH]c(=S)[nH]c(=O)c23)=C(O)C1 | 93 | 152 | 108 | 124 | 105 | 107 | . | 83 | 106
C=CCNC(=O)N(C)C | 109 | 103 | 104 | 107 | 102 | 92 | 93 | 95 | 103
S=C(N/N=C/c1ccccn1)Nc1ccccn1 | 51 | 27 | 25 | 28 | 10 | 46 | 14 | 33 | 32

An excerpt from above in order of number of heavy atoms, ascending:
SMILES | SNB-19 | SF-295 | HCC-2998 | DU-145 | U251 | SNB-75 | SF-539 | PC-3 | SF-268
CC(C)(O)S(=O)(=O)O | 106 | . | 103 | 108 | 97 | 86 | 107 | 101 | 105
C=CCNC(=O)N(C)C | 109 | 103 | 104 | 107 | 102 | 92 | 93 | 95 | 103
CCCOC(=O)NCCO | 111 | . | 102 | 100 | 121 | 93 | 103 | 95 | 100
CCc1cccc(Nc2ccccc2C(=O)O)c1 | 102 | 102 | 100 | 112 | 94 | 102 | 95 | 100 | 106
CCCCCCCCCCCCNc1ccc(Cl)cc1 | 108&100 | 102&103 | 104&99 | 104&116 | 91&95 | 96&103 | 98&111 | 87&99 | 93&103
Cc1ccc(-c2csc3nc(-n4nc(C)cc4C)cn23)cc1 | 100 | 89 | 107 | 116 | 95 | 86 | 109 | 85 | 112
CC1(C)CC(=O)C(c2c(-c3ccccc3)[nH]c3[nH]c(=S)[nH]c(=O)c23)=C(O)C1 | 93 | 152 | 108 | 124 | 105 | 107 | . | 83 | 106
COc1ccc(NC(=O)c2nc(-c3cc(OC)c(OC)c(OC)c3)n(-c3cccc4ccccc34)n2)cc1OC | 52 | 53 | 47 | 70 | 52 | 24 | 35 | 40 | 59

More compounds:
SMILES | SNB-19 | SF-295 | HCC-2998 | DU-145 | U251 | SNB-75 | SF-539 | PC-3 | SF-268
O=C(OC(OC(=O)c1cc(Cl)cc(Cl)c1)c1cccc2ccccc12)c1ccccc1 (configuration not stated) | 100 | 107 | 83 | 103 | 98 | 99 | 103 | 91 | 95
O=C1N=C(c2c(-c3[nH]c(=O)c4ccccc4c3O)c(O)c3ccccc3c2O)C(=O)c2ccccc21 | 96 | 102 | 95 | 103 | 102 | 94 | 100 | 99 | 100
CCCCCCCCCCC[C@@H](C[C@H]1OC(=O)[C@H]1CCCCCC)OC(=O)[C@@H](CC(C)C)NC=O | 56 | 25 | 55 | 92 | 63 | 82 | 63 | 50 | 65
COc1cccc(/C=N/NC(=O)C[N+](C)(C)C)c1O | 114 | 106 | 110 | 112 | 103 | 91 | 104 | 103 | 103
N#Cc1nc(-c2ccccc2)oc1NCC(c1ccc(Cl)cc1)N1CCCCC1 (configuration not stated) | 101 | 99 | 104 | 98 | 96 | 74 | 99 | 85 | 85
O=C(OCC1CO1)c1cccs1 (configuration not stated) | 103 | 98 | 107 | 107 | 94 | 96 | 111 | 89 | 96
CCCNC(=O)c1c(C)[nH]c(-c2nc3ccccc3[nH]2)c1C | 103 | 109 | 100 | 107 | 104 | 90 | 99 | 100 | 101
COc1cc(OC)cc(-c2nn(CC(=O)N3CCOCC3)c3ncnc(N)c23)c1 | 96 | 100 | 105 | 105 | 99 | 91 | 103 | 99 | 100
Oc1[nH]c2cc(Cl)ccc2c1/C=c1/ccc2c(c1)N=C(c1ccc(C(F)(F)F)cc1)N=2 | 91 | 67 | 108 | 116 | 87 | 87 | 97 | 91 | .
OCCN/N=C/c1ccncc1 | 105 | 104 | 103 | 113 | 105 | 101 | 97 | 98 | 115
COc1ccc(-c2nn(-c3ccccc3)cc2C2CC(c3cc4ccccc4oc3=O)=NN2c2ccccc2)cc1 (configuration not stated) | 92 | 99 | 105 | 107 | 96 | . | 94 | 91 | 98
O=C(Nc1ccccc1)N1CCN(c2cc(-c3cn(-c4ccccc4)nc3-c3cccc(O)c3)ccn2)CC1 | 82 | 55 | 82 | 95 | 63 | 101 | 89 | 43 | 114
COC(=O)/C(=C/c1ccc(/C=C(\NC(=O)c2ccccc2)C(=O)OC)cc1)NC(=O)c1ccccc1 | 99 | 101 | 115 | 112 | 97 | 105 | 103 | 96 | 107
C/C=C/C(=O)OCCCc1ccccc1 | 113 | 101 | 100 | 107 | 99 | 96 | 88 | 95 | 106
CCCCCOc1ccccc1[N+](=O)[O-] | 93 | 95 | . | 112 | 99 | 96 | 103 | 98 | 95
c1coc(-c2cc3nc(N4CCOCC4)nc(-c4cccs4)n3n2)c1 | 91 | 82 | 99 | 83 | 93 | 78 | 95 | 84 | 85
COc1ccc(NC(=O)CSc2nc(-c3ccc(OC)c(OC)c3)cc(-c3cc(OC)c(OC)c(OC)c3)n2)cc1 | 91 | 126 | 111 | 112 | 105 | 76 | . | 89 | 102
CC(=O)n1cc(-c2c[nH]c3ccccc23)c(-c2ccc(Br)cc2)n1 | 84 | 80 | 103 | 101 | 56 | 73 | 73 | 72 | 72
CN1c2ccccc2Sc2cc(C3CCC(=O)N3)ccc21 (configuration not stated) | . | 84 | 86 | 105 | 77 | 69 | 86 | 91 | 87
CC(=O)OCCCCBr | 106 | 99 | 122 | 116 | 91 | 94 | 105 | 91 | 111
O=C(CSc1nccc(Nc2ccc(N3CCOCC3)cc2)n1)c1ccc(Cl)cc1 | 80 | 97 | 104 | 106 | 95 | 64 | 85 | 88 | 85
O=C1Nc2ccc(Cl)cc2/C1=N/N=C/c1ccc(O[C@H]2O[C@@H](CO)[C@H](O)[C@H](O)[C@@H]2O)cc1 | 92 | 100 | 120 | 102 | 98 | 77 | 99 | 95 | 95
NC(N)=NCCC[C@@H](NC(=O)[C@@H](Cc1ccccc1)NC(=O)Cc1ccc(Cl)cc1)C(=O)NCC(=O)NCc1cn(CCNC(=O)C23CC4CC(CC(C4)C2)C3)nn1 | 98 | 96 | 103 | 111 | 103 | 80 | 100 | 103 | 97
Cc1ccc2nc([C@@H](C)c3ccc4c(c3)[nH]c3ccc(Cl)cc34)[nH]c2c1 | 111 | 111 | 109 | 102 | 110 | 67 | 106 | 99 | 98
COc1ccccc1N1CCN(C(CNS(=O)(=O)c2ccc(Cl)cc2)c2cccnc2)CC1 (configuration not stated) | 107 | 2.3* | 88 | 85 | 62 | 91 | 65 | 49 | 91
CCOC(=O)C(Cc1c[nH]c2ccc([N+](=O)[O-])cc12)C(=O)OCC | 103 | 104 | 119 | 124 | 100 | 89 | 100 | 93 | 115
ClC1(Cl)C2CCCCCCC21 (configuration not stated) | 100 | 101 | 114 | 121 | 109 | 97 | 117 | 99 | 112
CCN(c1ccc(C(=O)N2CCN(c3ccc(F)cc3)CC2)cc1)S(C)(=O)=O | 102 | . | 69 | 106 | 96 | . | 100 | 87 | 102
C=C(Cl)[C@@](Cl)(CBr)CC[C@@H](Br)C(C)(C)Cl | -75* | -48* | -97* | -94* | -98* | -97* | -82* | -93* | 1.9*
Nc1cccc2c1CCC2 | 100 | 91 | 98 | 111 | 96 | 76 | 98 | 93 | 112
COc1ccc(/C=C/C(=O)/C=C/c2cc3ccccc3[nH]c2=O)cc1 | 80 | 104 | 97 | 81 | 14 | 62 | . | 52 | 48
C=C(C)[C@@H]1CC[C@]2(CO)CC[C@]3(C)[C@H](CC[C@@H]4[C@@]5(C)CCC(=O)NC(C)(C)[C@@H]5CC[C@]43C)[C@@H]12 | 94 | 102 | 104 | 106 | 98 | 94 | 96 | 77 | 99
O=c1oc2ccccc2cc1-c1csc(N2N=C(c3ccccc3)CC2c2ccccc2)n1 (configuration not stated) | 102 | 104 | 116 | 92 | 103 | 88 | 70 | 82 | 86
O=C(O)c1ccc(S(=O)(=O)N(Cl)Cl)cc1 | 110 | 99 | 108 | 122 | 98 | 94 | 115 | 99 | 109
CNC(=O)c1cc(Oc2ccc(NC(=O)Nc3ccc(Cl)c(OC(F)(F)F)c3)c(F)c2)ccn1 | 30 | 21 | 39 | 57 | 32 | 83 | 51 | 22 | 45
CC1(C)CC2(OC2c2ccccc2)C(=O)c2ccccc21 (configuration not stated) | 97 | 100 | 101 | 99 | 95 | 92 | 95 | 95 | 88
O=C1CNC(c2ccccc2)N1O (configuration not stated) | 111 | 97 | 104 | 112 | 104 | 103 | 103 | 102 | 106
NN(c1ccccc1)c1ccccc1 | 93 | 97 | 95 | 84 | 72 | 97 | 95 | 61 | 81
O=C(N/N=C1\CC[C@H]2[C@@H](COC(c3ccccc3)(c3ccccc3)c3ccccc3)C[C@@H](COC(c3ccccc3)(c3ccccc3)c3ccccc3)[C@@H]12)c1ccncc1 | 86 | 89 | 99 | 105 | 92 | 103 | 106 | 71 | 89
Cn1c(=O)c(C#N)c(-c2ccccc2)n2c(=S)n(CN(CCO)CCO)nc12 | 96 | 122 | 117 | 126 | 99 | 91 | 93 | 106 | 108
C=C(C)[C@@H]1C[C@@H]2Cc3cc(F)ccc3N1O2 | 105 | 106 | 94 | 114 | 89 | 96 | 96 | 95 | 101
Cc1cc(-n2c(=O)[nH]c(=O)n(C)c2=O)ccc1Oc1ccc(SC(F)(F)F)cc1 | 96 | 99 | 104 | 121 | 93 | 97 | 101 | 94 | 120
Cc1ccc(C(=O)Nc2c(C)cccc2C)cc1 | . | 96 | 109 | 105 | 114 | 96 | 94 | 98 | 105
COc1ccc(-n2c(C)c(-c3ccccc3)c(-c3ccccc3)c2C)cc1 | 98 | 46 | 58 | 92 | 57 | 71 | 86 | 32 | 79
Cc1cc(=O)n(C(=O)Nc2cc(Cl)ccc2O)c2cc(O)ccc12 | 101 | 105 | 109 | 111 | 103 | 97 | 90 | 93 | 105
c1ccc2[nH]c(-c3ccc(OCCCCCOc4ccc(-c5nc6ccccc6[nH]5)cc4)cc3)nc2c1 | 46 | 53 | 15 | 21 | -2.8* | -4.8* | -13* | -70* | -38*
Cn1cnc2ccccc2c1=O | 96 | 97 | 108 | 106 | 94 | 97 | 98 | 128 | 102
C/C(=N\NC(=O)/C=C/CC(=O)O)c1nnn(-c2ccc([N+](=O)[O-])cc2)c1C | 98 | 97 | 105 | 104 | 100 | 98 | 100 | 95 | 97
CN(C)c1cccc2c(S(=O)(=O)N[C@H]3CC[C@H]4[C@@H]5CCc6cc(O)ccc6[C@H]5CC[C@]34C)cccc12 | 62 | 45 | 61 | 24 | . | 40 | 45 | 16 | 41
CC(C)(C)OC(=O)NC(CCC(=O)NC(CSc1ccc([N+](=O)[O-])cc1[N+](=O)[O-])C(=O)NCC(=O)Oc1ccccc1C1CC(=O)c2ccccc2O1)C(=O)Oc1ccccc1C1CC(=O)c2ccccc2O1 (configuration not stated) | 91 | 94 | 107 | 105 | 99 | 70 | 96 | 87 | 85

Later entries
SMILES | SNB-19 | SF-295 | HCC-2998 | DU-145 | U251 | SNB-75 | SF-539 | PC-3 | SF-268
Oc1cc(O)c(CN2CCOCC2)cc1CN1CCOCC1 | 110&102 | 89&124 | 116&104 | 105&120 | 95&107 | 94&95 | 95&112 | 103&99 | 107&112
CCc1cccc(C)c1NC(=O)CCc1nc(=S)[nH][nH]1 | 104 | 102 | 111 | 101 | 88 | 91 | 102 | 90 | 98
Nc1nc(-c2cc(Cl)cc(Cl)c2)cc(-c2cc(-c3cc(Cl)cc(Cl)c3)nc(N)n2)n1 | . | 95 | 116 | 106 | 98 | 80 | 100 | 95 | 98
Cn1c(=O)[nH]c2nc(SCC(=O)Nc3ccc(C(=O)/C=C/c4ccccc4)cc3)[nH]c2c1=O | 96 | 98 | 105 | 102 | 85 | 88 | 96 | 98 | 94
Cc1ccc(-c2cc(-c3ccc(Cl)cc3)nc(NC(=O)c3cccnc3)n2)cc1 | 95 | 103 | 115 | 106 | 101 | 100 | 106 | 86 | 98
COc1ccc(/C=C/C(=O)c2ccc(NC(=O)CSc3nnc(-c4ccccc4)o3)cc2)cc1OC | 82 | 106 | 116 | 99 | 93 | 81 | 103 | 101 | 101
COc1ccc2nc(C)cc(Nc3ccccc3O)c2c1 | 26 | . | 112 | 64 | -28* | -93* | -73* | 47 | 65
CC1(c2ccccc2)CCC(=O)NC1 (configuration not stated) | 103 | 98 | 103 | 112 | 104 | 90 | 112 | 99 | 106
O=C(Nc1cccc2c1C(=O)c1ccc(Nc3cc(NC(=O)c4ccccc4)c4c(c3)C(=O)c3ccccc3C4=O)cc1C2=O)c1ccccc1 | 108 | 102 | 100 | 116 | 103 | 89 | 101 | 102 | 105
CCN(CC)CCCC(C)Nc1nc(-c2ccccc2)nc2ccccc12 (configuration not stated) | 107 | 93 | 103 | 105 | 94 | 60 | 92 | 95 | 83

Entries listed so far that contain a thiophene ring, fused or not:
SMILES | SNB-19 | SF-295 | HCC-2998 | DU-145 | U251 | SNB-75 | SF-539 | PC-3 | SF-268
O=C(OCC1CO1)c1cccs1 (configuration not stated) | 103 | 98 | 107 | 107 | 94 | 96 | 111 | 89 | 96
c1coc(-c2cc3nc(N4CCOCC4)nc(-c4cccs4)n3n2)c1 | 91 | 82 | 99 | 83 | 93 | 78 | 95 | 84 | 85
